ABCB6 inh 2 – human ABCB6 transporter inhibition. fluorescence ratio to DMSO, % at 10 µM. 360,000 compounds, 0.19% hits. Q9NP58. AID 602162. K562-ABCB6 porphyrin accumulation, flow cytometry, 1 h; stronger effect = lower value;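 active means fluorescence ratio to DMSO below 75%, the collection mean minus 3 SD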;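 further: signal is porphyrin accumulated inside mitochondria; 100% equals median channel fluorescence of DMSO control wells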
Target sequence (Q9NP58 whole entry, looked up): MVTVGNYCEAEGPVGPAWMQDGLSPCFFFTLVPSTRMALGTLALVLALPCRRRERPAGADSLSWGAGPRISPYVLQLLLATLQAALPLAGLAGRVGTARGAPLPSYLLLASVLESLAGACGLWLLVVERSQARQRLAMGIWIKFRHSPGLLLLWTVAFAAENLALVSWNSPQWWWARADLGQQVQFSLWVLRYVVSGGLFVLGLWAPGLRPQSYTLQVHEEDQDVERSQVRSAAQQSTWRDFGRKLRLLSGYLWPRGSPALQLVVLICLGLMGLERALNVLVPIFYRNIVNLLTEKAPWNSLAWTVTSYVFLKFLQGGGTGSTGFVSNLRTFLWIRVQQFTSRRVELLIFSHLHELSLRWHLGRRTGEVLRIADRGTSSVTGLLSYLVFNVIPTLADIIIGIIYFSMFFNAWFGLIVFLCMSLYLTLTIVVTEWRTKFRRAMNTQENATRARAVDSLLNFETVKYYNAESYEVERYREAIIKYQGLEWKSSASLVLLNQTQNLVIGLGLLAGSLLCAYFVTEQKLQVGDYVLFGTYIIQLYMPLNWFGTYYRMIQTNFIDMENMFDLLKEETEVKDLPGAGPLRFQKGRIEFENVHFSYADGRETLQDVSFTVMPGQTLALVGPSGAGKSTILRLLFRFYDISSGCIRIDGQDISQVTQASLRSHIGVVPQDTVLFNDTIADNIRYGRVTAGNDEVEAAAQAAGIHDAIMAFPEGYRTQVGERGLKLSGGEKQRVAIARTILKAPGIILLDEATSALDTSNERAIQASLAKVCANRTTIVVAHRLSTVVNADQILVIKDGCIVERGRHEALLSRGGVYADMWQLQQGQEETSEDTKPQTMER
Vif inh – HIV Vif inhibition; HEK293T cells, Vif self-association by quenched fluorescence, imaging, 24 h; inhibition, % at 7.49 µM; 340,000 compounds, 0.35% hits; AID 602346; in the data active means inhibition above about 50%, passing the limit was not always enough; further: some results filed as inactive read as strong as hits
HTR2A ag – activates the mouse 5-HT2A serotonin receptor. P35363. CHO-K1 mHTR2A beta-arrestin complementation, luminescence; percent of 30 µM serotonin response. activation, % at 7.6 µM. 360,000 compounds, 0.66% hits. AID 624169;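 active means activation above a run cutoff, the mean activation of all tested compounds plus 3 SD, cut at about 14% in these data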;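 further: 0% = plate median of compound wells and 100% = 30 µM serotonin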
aDG glyco up – alpha-DG glycosylation activation. AID 624168. Pro5-aDG cells, alpha-DG glycosylation AlphaScreen (IIH6); 0% Pro5, 100% B10-LARGE cell signal. activation, % at 10 µM. 360,000 compounds, 0.22% hits;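 active means activation of at least 8% versus controls, or a plate z-score of at least 8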;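 further: Pro5 are CHO cells carrying HIG-tagged alpha-DG that lacks glycosylation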
hiPSC survival – hiPSC single-cell survival enhancement; ATPlite luminescence; 100% = ROCK inhibitor wells, 0% = DMSO; survival enhancement, % at 20 µM; 360,000 compounds, 0.044% hits; AID 602274; in the data active means survival enhancement above about 18%;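 further: cells exposed to compounds for 16 hours before the ATP read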
Glyco luc inh – blocks N-linked glycosylation in D54 reporter cells; D54 ERlucT glycosylation luciferase reporter, 24 h; percent of 100 nM tunicamycin response; reporter increase, % at 12.5 µM; 360,000 compounds, 0.23% hits; AID 588692;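 active means mean luciferase reporter signal, scaled so untreated is 0 and the glycosylation-blocking control 100, at or above a set limit in every replicate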;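 further: luciferase carries N-glycosylation sites so blocking glycosylation raises the light; 0% = median of neutral control wells and 100% = median of 100 nM tunicamycin wells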
CaV13 ICDI inh – Primary screen for inhibitors of IQ motif and Ca2+-dependent inactivation inhibitor domain binding in CACNA1D, Förster resonance energy transfer in living cells, …. 340,000 compounds, 0.098% hits. HEK cells, CFP/YFP FRET ICDI-IQ, plate reader, 10 min; percent FRET-ratio fall versus neutral wells. inhibition, % at 12.3 µM;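 active means mean replicate inhibition of at least 30% and at least 1% of replicates passing that level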;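 further: 0% = median of the neutral control wells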
Granule exo inh – lytic granule exocytosis inhibition. TALL-104 LAMP-1 surface exposure, flow cytometry; cells stimulated with thapsigargin and PMA. inhibition, % at 10 µM. 360,000 compounds, 0.66% hits. AID 651702;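 active means inhibition above about 55%, limit read from the data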
H9c2 protect – myocardial damage modulation in H9c2 cells | AID 588492 | protection from H2O2 cell death, % at 20 µM | 360,000 compounds, 0.63% hits | H9c2 cardiomyocytes, H2O2 injury protection, ATPLite, 2 h;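 active means compounds giving at least 50% protection of heart cells from peroxide-induced death in the single-dose screen, raw or plate-pattern-corrected value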;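 further: 0% = DMSO wells with peroxide and 100% = DMSO wells without peroxide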
PDI inh – inhibitors of human protein disulfide isomerase; PDI insulin aggregation turbidity, A650, 90 min; inhibition, % at 10 µM; 350,000 compounds, 0.052% hits;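 active means mean inhibition across replicates of 30% or more, whatever share of single replicates reach that level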;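 further: absorbance from insulin aggregation driven by PDI reduction with DTT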
* hit, by the source's call; x = not tested or not shown.

SMILES	ABCB6 inh 2	Vif inh	HTR2A ag	aDG glyco up	hiPSC survival	Glyco luc inh	CaV13 ICDI inh	Granule exo inh	H9c2 protect	PDI inh
O=C(COc1ccccc1)NCC(=O)Nc1cccc(S(=O)(=O)NC2=NCCC2)c1	99	9	0	-0.2	0.0	2	3	0	6	-2
CCOC(=O)C1=C(CC)OC(N)=C(C#N)C1c1ccc(OC)cc1OC (centres undefined)	104	-2	-6	-0.2	-1.7	2	-5	0	-4	5
COc1ccc(NC(=O)c2ccc3c(c2)C(=O)N(Cc2ccncc2)C3=O)cc1S(N)(=O)=O	106	5	3	-0.1	-1.9	2	-3	0	4	-4
CCN1C(=O)[C@H]2[C@@H](c3ccc(C)cc3)N3C(=O)N(c4ccc(OC)cc4)C(=O)[C@@]3(Cc3ccccc3)[C@H]2C1=O	100	-11	6	0.2	-1.3	-1	-6	-2	5	-2
CCO[C@H]1OC(C(=O)N2CCN(Cc3ccccc3)CC2)=C[C@@H](C2CCCCC2)[C@@H]1CCCO	91	-3	0	0.3	4.8	-4	-5	5	6	-11
N#Cc1ccccc1OCc1nnc(-c2ccccc2Br)o1	98	3	4	0.0	-0.1	-6	-7	-1	-7	-35
Cc1cc(=O)oc2cc(OCc3ccc(C(=O)OCC(=O)N(C)C4CCS(=O)(=O)C4)cc3)ccc12 (centres undefined)	97	-13	4	0.0	0.3	-1	1	26	-4	0
COc1ccc(NC(=S)Nc2ccc(N(C)C(C)=O)cc2)cc1	101	2	6	0.0	-0.7	2	-4	2	-2	0
CC(=O)Nc1ccc(NC(=O)CN(c2cc(Cl)ccc2Cl)S(C)(=O)=O)cc1	102	-16	1	-0.2	-1.0	-1	-2	-1	3	10
O=C1CC(=O)Nc2cc(S(=O)(=O)Nc3ccc(Cl)c(C(F)(F)F)c3)ccc2N1	99	-9	4	0.0	-0.2	0	-3	-2	4	1
COc1ccc(C(=O)Nc2ccnn2C2CCN(Cc3ccncc3)CC2)cc1	90	2	8	0.1	0.2	1	-5	-3	0	1
O=C(CCCn1c(=S)[nH]c2ccccc2c1=O)NC1CCCC1	100	0	2	-0.2	-1.9	0	-6	-4	3	-5
COC(=O)CCn1c(C)cc(C(=O)COc2ccccc2C(N)=O)c1C	96	4	5	4.1	0.5	1	-4	-2	19	-8
COc1cccc(CNC(=O)C(CC(C)C)NC(=O)c2ccccc2C)c1 (centres undefined)	91	x	1	0.0	-0.3	-2	-4	-1	7	6
CSc1nc(-c2ccc(Cl)cc2)nn1S(=O)(=O)c1ccccc1	95	-5	-3	0.2	5.2	1	-7	-4	-3	-12
Cn1c(SCc2ccccc2F)nc2cccnc21	98	-3	12	0.3	1.5	-4	-4	-4	-7	5
Cc1ccc(S(=O)(=O)N2CCOCC2)cc1NC(=O)COC(=O)COc1cccc2c1OC(C)(C)C2	97	-15	-5	0.0	3.9	1	-6	5	1	-6
CC(C)CN(C(=O)COC(=O)c1cnccn1)c1c(N)n(Cc2ccccc2)c(=O)[nH]c1=O	100	11	5	0.1	0.8	1	-3	-14	2	3
COCCN1CCn2c(nc3cc(NC(=O)c4cccs4)ccc32)C1	91	6	2	-0.1	1.7	0	x	-2	11	0
CCS(=O)c1ccccc1C(=O)OCC(=O)Nc1cccc(S(=O)(=O)N2CCCCC2)c1 (centres undefined)	96	-4	10	0.4	-2.1	-1	-5	-4	-24	-4
Cn1nnnc1Sc1ncnc2scc(-c3ccccc3C(F)(F)F)c12	93	-3	1	0.4	-0.7	0	-10	2	-2	-2
Cc1ccc(-c2cc(C(F)F)n3ncc(C(=O)N4CCc5ccccc54)c3n2)cc1	99	2	0	0.1	2.1	19	-5	2	-2	2
COC(=O)CN1C(=O)[C@H]2[C@@H](c3ccc(C)o3)N3C(=O)CN(CCO)C(=O)[C@@]3(Cc3ccccc3)[C@H]2C1=O	100	0	-1	-0.3	-1.5	0	-9	-6	10	-3
O=C(CN1C2CCC1CC(NC(=O)C1CC1)C2)NCc1ccccc1 (centres undefined)	94	-1	-2	-0.2	0.5	1	-5	-1	2	0
CC(C)Sc1nc(N)c2c3c(sc2n1)CN(C)CC3	114	6	-2	0.0	-1.7	4	x	-4	16	1
COC(=O)c1cn(C(=O)c2ccc(Cl)cc2)c2ccccc12	99	-17	-4	-0.1	0.9	3	-5	8	2	-5
Cc1ccc(SCc2c(C(=O)N/N=C/c3ccccc3)nnn2-c2nonc2N)cc1	98	-7	-4	0.1	1.3	1	-5	85*	4	0
CCCS(=O)(=O)c1nc(S(=O)(=O)c2ccc(C)cc2)c(N2CCC(C(N)=O)CC2)s1	103	3	5	0.4	-0.2	-3	-2	-1	5	5
COc1ccc(NS(=O)(=O)c2cc(NC(=O)Cn3cnc4c3c(=O)n(C)c(=O)n4C)ccc2C)cc1	104	-6	-1	-0.2	-0.2	2	-5	-4	2	-1
Cn1c(COc2ccc(F)cc2)nc2ccccc21	96	0	0	-0.1	-0.2	0	0	-3	-3	7
COc1ccc(NC(=O)CSc2nc(=O)n(CCN3CCOCC3)c3c2CCC3)cc1	101	-5	0	0.1	0.3	1	-5	3	4	-11
O=C(Cn1nnc(-c2ccccc2Cl)n1)N1CCCCC1	94	5	-2	-0.1	1.0	-1	-2	1	-4	0
CCOC(=O)C1CCCN(C(=O)c2cncc(Br)c2)CC1 (centres undefined)	100	-4	1	0.0	-1.8	2	-11	-6	7	0
Cc1ccc(-c2nnc(Nc3ccc4c(c3)OCO4)c3ccccc23)cc1S(N)(=O)=O	99	-12	15*	-0.3	-0.9	-5	-4	1	1	-14
Cc1cnccc1CN(C)Cc1cn(C)nc1-c1cccc(Cl)c1	93	-3	4	-0.1	-0.1	2	-18	-2	8	-3
Cc1ccc(S(=O)(=O)CCC(=O)NC2CCCC2)cc1	100	-2	1	-0.4	0.4	1	-5	-2	-3	1
CCN(CC)CCCNc1oc(-c2ccc(OC)c(OC)c2)nc1C#N	103	-2	-3	0.2	2.5	0	x	0	13	-3
CCSc1nnc(NC(=O)c2cccc(OCc3c(C)noc3C)c2)s1	94	-38	1	0.2	2.6	4	-4	-1	7	22
CC(=O)N1c2ccccc2C2CCCC[C@H]21 (some centres undefined)	98	-4	3	0.2	-2.9	3	-10	-4	0	-5
CCOC(=O)c1ccc(N2Cc3ccccc3C2=NC(=O)c2cccs2)cc1	97	1	-3	-0.4	-1.7	-2	-4	-4	-5	8

Grouped by structure, those above with a CF3 group
SMILES	ABCB6 inh 2	Vif inh	HTR2A ag	aDG glyco up	hiPSC survival	Glyco luc inh	CaV13 ICDI inh	Granule exo inh	H9c2 protect	PDI inh
O=C1CC(=O)Nc2cc(S(=O)(=O)Nc3ccc(Cl)c(C(F)(F)F)c3)ccc2N1	99	-9	4	0.0	-0.2	0	-3	-2	4	1
Cn1nnnc1Sc1ncnc2scc(-c3ccccc3C(F)(F)F)c12	93	-3	1	0.4	-0.7	0	-10	2	-2	-2

Continued.
SMILES	ABCB6 inh 2	Vif inh	HTR2A ag	aDG glyco up	hiPSC survival	Glyco luc inh	CaV13 ICDI inh	Granule exo inh	H9c2 protect	PDI inh
COCCN(C(=O)c1ccc(OCC(C)C)cc1)c1c(N)n(Cc2ccccc2)c(=O)[nH]c1=O	97	-6	8	0.0	0.1	0	-15	4	1	2
COc1cccc(C(=O)OCC(=O)N2CCc3ccccc3C2)c1OC	99	8	4	0.0	1.8	1	-9	-7	0	-4
O=S(=O)(c1ccc(Br)cc1F)N1CCC(O)CC1	98	12	-1	-0.2	-0.5	1	-9	-12	2	2
Cc1ccccc1NC(=O)CCCn1nc(C)c2c(C)n(-c3ccccc3)nc2c1=O	100	2	-5	-0.2	0.9	3	-7	6	-5	1
CN(Cc1cnn(C)c1)Cc1nc(C(c2ccccc2)c2ccccc2)no1	103	-2	-5	-0.3	-2.4	2	-19	-1	-2	-4
COc1cc(/C=C2\SC(c3ccccc3)=NC2=O)cc(Cl)c1O	106	5	-5	0.1	-2.7	1	1	3	0	0
CN(C)CCCC(=O)c1ccc2c(c1)OCO2	104	-17	3	0.2	-1.4	-1	-5	1	-2	2
Cc1cc(NC(=O)c2cccc(Br)c2)n[nH]1	99	-3	4	-0.1	-1.1	2	-6	1	-4	6
O=C(Nc1nc2n(n1)C(c1ccccc1)C=C(c1ccccc1)N2)c1ccco1 (centres undefined)	98	-8	-1	-0.1	-1.0	1	-14	20	-1	-7
O=C(Nc1cccc(Cl)c1)C1=Cc2cc(Cl)ccc2OC1	97	-12	0	0.2	1.4	0	x	-2	-22	7
CC1=NN(c2ccccc2)C(=O)/C1=C\c1c(C)[nH]n(-c2ccccc2)c1=O	101	-7	3	0.2	9.2	-2	-5	5	-13	-4
COc1ccc(CCN(Cc2cc3cc(C)c(C)cc3nc2Cl)C(=O)C2CC2)cc1	99	1	1	0.3	-0.9	-2	-9	-3	-12	-3
CCCC(=O)Nc1cc(C)c(NC(=O)c2cccs2)cn1	102	0	2	-0.1	-1.7	2	10	-3	1	-3
Cc1ccc(Nc2nc(N)nc(N)c2N=O)cc1C	104	x	0	-0.2	0.1	-2	x	-8	-1	x
c1ccc(-n2nnnc2NCCCN2CCOCC2)cc1	94	-2	1	-0.1	-0.5	1	x	0	5	-23
CCCN(CC(=O)Nc1ccccc1C)C(=O)c1ccc(C)c(S(=O)(=O)N2CCCCC2)c1	97	-3	-1	0.2	0.4	-5	-6	1	-4	-7
COc1ccc(S(=O)(=O)NCC(c2cccnc2)N2CCN(C)CC2)cc1OC (centres undefined)	99	8	2	0.9	-0.4	-1	-11	-1	1	-3
COc1ccc(-c2nnc(SCC(=O)Nc3cc(C)on3)n2C)cc1OC	94	-2	1	0.1	0.9	0	-7	-2	1	-2
O=S(=O)(/N=C(/Sc1ccccc1)c1ccccc1)c1ccccc1	101	15	-1	0.7	0.4	18	-4	2	52*	3
CCN1C/C(=C/c2ccc(N3CCOCC3)cc2)C(=O)/C(=C/c2ccc(N3CCOCC3)cc2)C1	237	-2	0	-0.5	-3.5	14	-18	-4	20	-20
CN(C)S(=O)(=O)c1cccc(NC(=O)c2ccc(S(=O)(=O)N3CCCC3)cc2)c1	100	-7	-6	-0.1	0.3	-3	-5	2	-6	-6
COc1cc(C2NC(=S)NC(O)(C(F)(F)F)C2C(=O)c2cccs2)cc(OC)c1O (centres undefined)	94	-8	-3	-0.2	0.6	-1	-2	-2	-1	-3
CCOc1ccc(N2C(=O)CC(SC(=NC)Nc3ccc4c(c3)OCO4)C2=O)cc1 (centres undefined)	104	8	1	-0.2	0.8	1	x	1	-15	4
O=C1N2CCCCC1(c1ccccc1)CCCC2	95	x	-3	-0.1	0.3	x	-2	7	x	x
COc1ccccc1Cc1c(C2CCCCC2)nc2c3ccccc3ccn12	122	x	-3	-0.2	-0.1	x	-9	5	x	x
COc1ccc(-c2sc3ccc(-c4ccc5c(c4)OCO5)cc3c2-c2ccc(OC)nc2)cc1	102	-2	2	-0.2	-0.6	-2	-6	-9	-9	3
Cc1ccc(S(=O)(=O)NC(C)(C)CSc2ccccn2)cc1	97	-10	-2	0.2	-1.8	0	-18	5	-2	-3
Cc1cccc(CSc2[nH]c(=O)ncc2C)c1	100	2	6	-0.2	2.2	0	-7	1	3	-1
CN1CCN(CC(=O)N2c3ccccc3Sc3ccccc32)CC1	100	2	0	0.0	-0.4	-1	-4	1	3	7

Screening data (PubChem BioAssay)
